# HP1b binding inh – HTS for Inhibitors of HP1-beta Chromodomain Interactions with Methylated Histone Tails. AlphaScreen HP1-beta / biotin-H3K9me3 peptide binding. Potency, µM (series often up to 114 µM), for inactives: at the top dose activity change, negative = inhibition, usual class: inhibitors. 0.56% of 390,000 active; note: potency is the fitted concentration of half-maximal effect; nearly all actives have a fitted effect of over 70% in size; inactives centre near 23
# Target sequence (P83916 whole entry, looked up): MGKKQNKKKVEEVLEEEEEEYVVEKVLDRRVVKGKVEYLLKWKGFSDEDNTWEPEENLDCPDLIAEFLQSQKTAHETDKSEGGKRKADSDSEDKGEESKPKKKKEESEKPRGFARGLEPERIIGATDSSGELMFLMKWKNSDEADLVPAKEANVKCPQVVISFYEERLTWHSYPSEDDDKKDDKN
#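 HP1-beta protein (50 nM final) preincubated 30 min at room temperature with biotinylated H3(1-18)K9me3 peptide (50 nM) in PBS pH 7.4, 0.01% Tween-20, then compound added for 30 min. AlphaScreen streptavidin donor/nickel chelate acceptor beads (10 ug/mL final), 30 min dark, luminescence read.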
# PGK inhibitor – qHTS Assay to Find Inhibitors of Phosphoglycerate Kinase. Phosphoglycerate kinase, glycosomal (Trypanosoma brucei brucei), P07378. PGK/GAPDH coupled, Kinase-Glo luminescence, 60 min. Potency, µM (doses to about 57.5 µM), inactives show at the top dose activity change, negative = inhibition, actives largely listed as inhibitors. 0.043% of 380,000 active; note: potency is the fitted concentration of half-maximal effect; % is set by controls: 0 for no effect and ±100 for the full control effect; nearly all actives have a fitted effect of over 60% in size
#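 Luminescent ATP detection (Kinase-Glo Plus) follows a 60-minute room-temperature incubation, with wells lacking PGK as controls. Buffer: 100 mM TEA (pH 7.6), 5 mM MgCl2, 0.01% Tween-20. Coupling enzyme GAPDH (100 nM final) supplies unstable 1,3-BPG in-well.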
# USP1 inh – Inhibitors of USP1/UAF1: Primary Screen. Ubiquitin carboxyl-terminal hydrolase 1 (Homo sapiens), O94782. recombinant USP1/UAF1, Ub-Rhodamine cleavage fluorescence. Potency, µM (series often up to 57.1 µM), inactives show at the highest dose activity change, negative = inhibition, actives largely listed as inhibitors. 0.23% of 390,000 active; note: potency is the fitted concentration of half-maximal effect; % is set by controls: 0 for no effect and ±100 for the full control effect; nearly all actives have a fitted effect of over 60% in size; inactives centre near -12
#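 1 nM enzyme complex + cpd, 15 min RT; start with Ub-Rho 150nM final; kinetic fluorescence ex 480/em 540, 6 reads q60 s. Buffer 50mM HEPES pH 7.8, 0.5mM EDTA, 0.1 mg/ml BSA, 1mM TCEP, 0.01% Tween-20.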
# TrxR1 substrate – qHTS Assay for Substrates of Mammalian Selenoprotein Thioredoxin Reductase 1 (TrxR1): qHTS. Thioredoxin reductase 1, cytoplasmic (Rattus norvegicus), O89049. purified TrxR1 substrate turnover, NADPH consumption readout. Potency, µM (top dose mostly 114 µM), without a hit: at the highest dose activity change, negative = substrate turnover. 0.01% of 390,000 active; note: potency is the fitted concentration of half-maximal effect; % is set by controls: 0 for no effect and ±100 for the full control effect; nearly all actives have a fitted effect of over 50% in size
# Target sequence (O89049 whole entry, looked up): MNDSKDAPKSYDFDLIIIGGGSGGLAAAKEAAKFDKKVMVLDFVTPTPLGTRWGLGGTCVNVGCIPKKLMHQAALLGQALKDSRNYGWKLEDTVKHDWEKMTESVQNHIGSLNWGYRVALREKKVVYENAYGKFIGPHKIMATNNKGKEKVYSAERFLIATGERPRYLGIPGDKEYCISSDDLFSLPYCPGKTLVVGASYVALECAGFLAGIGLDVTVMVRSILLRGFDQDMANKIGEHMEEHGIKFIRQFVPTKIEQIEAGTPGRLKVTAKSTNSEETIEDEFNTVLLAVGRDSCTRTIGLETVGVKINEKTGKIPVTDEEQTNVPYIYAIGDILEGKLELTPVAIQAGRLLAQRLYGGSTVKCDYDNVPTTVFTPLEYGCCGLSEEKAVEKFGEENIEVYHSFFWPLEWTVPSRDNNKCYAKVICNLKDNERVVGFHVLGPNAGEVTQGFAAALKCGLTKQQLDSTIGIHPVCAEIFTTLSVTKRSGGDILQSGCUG
#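 Rat TrxR1, dispensed at 90 nM, was prereduced with 400 uM NADPH (final) for 5 min at ~22 deg C, then incubated with compound 15 min before 400 uM selenite. A first-read NADPH fluorescence drop versus no-compound background flagged substrates.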
# GLS inh – qHTS for Inhibitors of Glutaminase (GLS). Glutaminase kidney isoform, mitochondrial (Homo sapiens), O94925. GLS enzymatic activity, qHTS titration. Potency, µM (top dose mostly 45.5 µM), for inactives: at the top dose activity change, negative = inhibition, usual class: inhibitors. 0.21% of 410,000 active. AID 624170, 2012; note: potency is the fitted concentration of half-maximal effect; % is set by controls: 0 for no effect and ±100 for the full control effect
#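 hKGA in 45 mM KH2PO4 (pH 8.2), 0.02% Tween-20 with compound, then 1mM L-Glutamine (stock as added) plus glutamate oxidase/HRP/Amplex red coupling mix. Fluorescence read initially and after 30 min at RT; signal change reflects glutamate formation.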
# TrxR1 inh – qHTS Assay for Inhibitors of Mammalian Selenoprotein Thioredoxin Reductase 1 (TrxR1): qHTS; Thioredoxin reductase 1, cytoplasmic (Rattus norvegicus), O89049; recombinant rTrxR1, NADPH fluorescence consumption, selenite substrate; Potency, µM (top dose mostly 114 µM), without a hit: at the top dose activity change, negative = inhibition, most hits filed as inhibitors; 1% of 390,000 active; AID 588453, 2011; note: potency is the fitted concentration of half-maximal effect; % is set by controls: 0 for no effect and ±100 for the full control effect; nearly all actives have a fitted effect of over 65% in size
#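 Rat TrxR1 (90 nM in the dispensed reagent) was pre-reduced with 400 uM NADPH for 5 min at room temperature, then incubated with compound for 15 min. After 400 uM selenite was added, NADPH fluorescence (Ex 340/Em 450 nm) was followed for 8 min.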
# mIDH1 inhibitor – qHTS for Inhibitors of mutant isocitrate dehydrogenase 1 (IDH1): qHTS | Isocitrate dehydrogenase [NADP] cytoplasmic (Homo sapiens), O75874 | IDH1-R132H enzyme, NADPH consumption, diaphorase/resazurin fluorescence | Potency, µM (top dose mostly 76.6 µM), without a hit: at the top dose activity change, negative = inhibition, actives largely listed as inhibitors | 0.093% of 390,000 active; note: potency is the fitted concentration of half-maximal effect; % is set by controls: 0 for no effect and ±100 for the full control effect; nearly all actives have a fitted effect of over 65% in size
#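 IDH1-R132H (0.5 ug/mL) preincubated 30 min with compound, then NADPH (0.016 mM) and alpha-KG (2 mM) added; 80 min at RT, pH 7.5. Remaining NADPH coupled via diaphorase/resazurin to fluorescence (540/590 nm); concentration-response curves normalized to no-enzyme control.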
# Pin1 inhibitor – qHTS Assay to Find Inhibitors of Pin1. Potency, µM (top dose mostly 115 µM), for inactives: at the highest dose activity, negative = inhibition, actives largely listed as inhibitors. Pin1 FP peptide displacement, HiFluor488, 10 min. 0.009% of 390,000 active. Peptidyl-prolyl cis-trans isomerase NIMA-interacting 1 (Homo sapiens), Q13526; active = well fitted inhibition curve with a large enough effect in the polarisation, with a control signal flat, not every such curve was filed as active; inconclusive = small, poorly fitted or top-dose-only effect, or effect the other way, or a change in a side signal; inactive = no such curve, though single readings can be large or run the other way; the % refers to the polarisation; note: potency is the fitted concentration of half-maximal effect; % is set by controls: 0 for no effect and ±100 for the full control effect
# Target sequence (Q13526 whole entry, looked up): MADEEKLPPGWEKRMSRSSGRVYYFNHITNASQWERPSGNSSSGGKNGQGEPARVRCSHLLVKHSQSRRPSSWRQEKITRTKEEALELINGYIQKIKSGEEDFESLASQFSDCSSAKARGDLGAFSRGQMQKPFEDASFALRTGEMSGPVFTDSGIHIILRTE
# PI4K2A block – qHTS for small molecular inhibitors of PI4K2A. 0.13% of 420,000 active. purified PI4K2A, ADP-Glo luminescence, 1 h; hits give low values. activity change, negative = inhibition, % at 76.9 µM. Phosphatidylinositol 4-kinase type 2-alpha (Homo sapiens), Q9BTU6; in the data active = activity change below about -50%; inconclusive = mostly about -30% to -49%;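 note: -100% = wells without enzyme as full effect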
#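 Compounds are screened against recombinant PI4K2A using PI as substrate and ATP, the latter dispensed at 300 microM. Reactions run one hour at ambient temperature before ADP-Glo detection; full inhibition defined by wells lacking enzyme.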
# An asterisk follows results filed as active; i = inactive; ? = inconclusive; / = no result given; [ ] = dose if it differs, or a comment. Unless noted, calls come from the whole dose curve; as a rule, active = well fitted curve in the direction sought with a large enough effect; inconclusive = small, poorly fitted or top-dose-only effect, or another doubt; inactive = no such curve, though single readings can be large; an effect the other way counts as inactive or inconclusive. Only part of the results is shown. The share of hits here may be higher or lower than overall.
mol,HP1b binding inh,PGK inhibitor,USP1 inh,TrxR1 substrate,GLS inh,TrxR1 inh,mIDH1 inhibitor,Pin1 inhibitor,PI4K2A block
CCc1ccccc1N(CC)C(=O)c1cn(C)c(=O)c2cc(OC)c(OC)cc12,24%,-5%,1%,9%[57.1 µM],4%,-2%[57.1 µM],11%,1%,-7
CN(C)Cc1nc2ccccc2c(=O)n1Cc1nc(-c2cc3ccccc3o2)cs1,-14%,-4%,-14%,4%[57.1 µM],11%,10%[57.1 µM],-1%,37%[activator],3
O=C1COc2ccc3ccccc3c2CN1,36%[activator],2%,-11%,-7%,8%,-4%,1%,-1%,-2
COCCN(C(=O)COC(=O)C(C)(C)Oc1ccc(Cl)cc1)c1c(N)n(Cc2ccccc2)c(=O)[nH]c1=O,39%,-13%,-20%,1%,1%,19%,4%,0%,3
O=C(CCN1CCN(c2ccccc2)CC1)NNC(=O)c1cccc2ccccc12,21%,-8%,-12%,3%[0.457 µM],9%,-2%,-5%,0%,3
Cc1c(Cl)c([N+](=O)[O-])nn1CC(=O)NCCCN1CCOCC1,10%,0%,0%,-1%,0%,5%,-4%,-2%,3
O=[N+]([O-])c1ccc(N2CCN(Cc3ccccc3)CC2)c(S(=O)(=O)N2CCOCC2)c1,?,0%,-16%,12%[57.1 µM],-2%,42%[57.1 µM],3%,3%,3
CCCNC(=O)COc1ccc2c(=O)c(Oc3ccccc3F)coc2c1,33%,i,-9%,-7%,5%,-5%,-1%,-17%,-7
COCCNC(=O)c1ccc(N2CC3CC(C2)c2cccc(=O)n2C3)c(NC(=O)c2ccccc2Cl)c1 (stereo unspecified),/,2%,4%,/,1%,/,-8%,/,-5
Cc1ccccc1NC(=O)CN1C(=O)NC(C)(CCc2ccccc2)C1=O (stereo unspecified),36%,-2%,-13%,2%[57.1 µM],-2%,24%[57.1 µM],3%,-2%,-1
CCCCOc1ccc(C(=O)NCCS(=O)(=O)N2CCN(c3ccccc3OC)CC2)cc1,22%[57 µM],-8%,-25%,7%[57.1 µM],3%,31%[57.1 µM],-1%,45%[activator],1
CC(=O)n1cc(/C=N/NC(N)=S)c2ccccc21,25%,0%,-21%,4%[57.1 µM],-7%,2%[57.1 µM],7%,5%,-8
Nc1cc(N)cc(-c2nc3ccccc3o2)c1,-2%,-5%,-26%,7%,10%,16%,-6%,1%,-1
O=C(CN1C(=O)C2C3c4ccccc4C(c4ccccc43)C2C1=O)Nc1cccc(C(=O)O)c1 (stereo unspecified),22%,7%,-9%,-6%,17%,-2%,2%,-6%,2
Cc1nc(C)c(C(=O)N(c2ccc(F)cc2)C(C(=O)NCC2CCCO2)c2ccccc2)s1 (stereo unspecified),-3%,1%,-15%,9%[57.1 µM],-20%,13%[57.1 µM],8%,-4%,1
CSC1=C(C#N)C(c2ccc(C(C)C)cc2)CC(=O)N1 (stereo unspecified),21%,3%,-15%,2%,2%,6%,12%,-1%,1
COC(=O)c1ccc(NC(=O)C(=O)NCCc2csc(-c3ccc(C(F)(F)F)cc3)n2)cc1,29%[57 µM],-3%,-3%,7%[57.1 µM],5%,37%[57.1 µM],-7%,2%,-2
O=C(Nc1cccc(-c2cnc3ccccc3n2)c1)c1cccc(NC(=O)c2ccco2)c1,14%,-3%,?,-4%,6%,-2%,-1%,38%[activator],-3
COc1ccc(Cl)cc1NC(=O)/C=C\C(=O)O,13%,-6%,-20%,11%[57.1 µM],4%,9%,5%,-1%,1
Cc1ccc(C(=O)Nc2nc3ccccc3n2CCN2CCCC2)cc1,-1%,6%,-17%,6%,22%,-8%,0%,-3%,-7
Cc1cccc(/C=N/NC(=O)Cn2nccc2C)n1,19%,i,-21%,5%[57.1 µM],0%,-1%[57.1 µM],1%,-12%,0
O=C(COC(=O)C1=COCCO1)Nc1ncc(C(F)(F)F)cc1Cl,-19%,3%,0%,11%[57.1 µM],-1%,2%,-8%,0%,-2
NC(=O)c1c(NC(=S)Nc2ccc(F)cc2)sc2c1CCCC2,-5%,2%,-4%,14%[57.1 µM],?,-4%[57.1 µM],3%,-2%,-3
COc1cc(C2Nc3ccccc3NC3=C2C(=O)CC(C)(C)C3)cc(OC)c1OC (stereo unspecified),31%,-10%,-4%,-5%,5%,-2%,10%,0%,-1
Cn1c(=O)c2c(nc(NCCc3ccccc3)n2Cc2ccc(Cl)c(Cl)c2)n(C)c1=O,18%,-3%,-11%,-3%,0%,-1%,-4%,7%,1
Cc1ccccc1-n1nnnc1Sc1nnnn1-c1ccccc1,38%,-10%,-25%,13%[57.1 µM],7%,2%[57.1 µM],0%,2%,55
Cc1nc2c(c(-c3ccccc3)c1C#N)C(=O)c1ccccc1-2,40%,5%,-20%,7%,4%,18%,0%,3%,-5
O=C1NC2(CCOc3ccccc32)C(=O)N1CC(=O)N(Cc1ccccc1)C1CCS(=O)(=O)C1 (stereo unspecified),14%,-1%,-4%,-10%,10%,3%[57.1 µM],-2%,4%,-1
CCC(C)[C@H]1CNCCN1CCc1cccc(F)c1 (stereo partly specified),31%,0%,18%,4%[57.1 µM],6%,-4%[57.1 µM],-7%,8%,-3
Cc1ccc(NC(=O)COC(=O)c2ccc[n+]([O-])c2)c(Br)c1,23%,4%,-5%,-1%,4%,7%,-10%,-2%,-1

# Results in HP1b binding inh (two entries from above):
canonical_smiles	HP1b binding inh
Cc1ccccc1-n1nnnc1Sc1nnnn1-c1ccccc1	38%
Cc1nc2c(c(-c3ccccc3)c1C#N)C(=O)c1ccccc1-2	40%

# Of the compounds above, these contain a nitro group on carbon.
mol,HP1b binding inh,PGK inhibitor,USP1 inh,TrxR1 substrate,GLS inh,TrxR1 inh,mIDH1 inhibitor,Pin1 inhibitor,PI4K2A block
Cc1c(Cl)c([N+](=O)[O-])nn1CC(=O)NCCCN1CCOCC1,10%,0%,0%,-1%,0%,5%,-4%,-2%,3
O=[N+]([O-])c1ccc(N2CCN(Cc3ccccc3)CC2)c(S(=O)(=O)N2CCOCC2)c1,?,0%,-16%,12%[57.1 µM],-2%,42%[57.1 µM],3%,3%,3

# (list continues)
mol,HP1b binding inh,PGK inhibitor,USP1 inh,TrxR1 substrate,GLS inh,TrxR1 inh,mIDH1 inhibitor,Pin1 inhibitor,PI4K2A block
OCC[C@H]1C[C@H](O)[C@@H](O)[C@]2(Cc3ccccc3CCO2)O1,23%,-8%,-16%,6%[57.1 µM],-1%,12%[57.1 µM],0%,-10%,4
O=C(c1cc(-c2ccc(Cl)cc2)on1)N(Cc1cccc(F)c1)Cc1ccco1,66%[activator],i,-12%,6%,-4%,39%[activator],-5%,10%,0
CN1CCN(/N=C/c2nc(-c3cccc([N+](=O)[O-])c3)n3ccccc23)CC1,-11%,i,-23%,-12%,46%[activator],-2%[57.1 µM],0%,?,-3
CC(=O)N(C)C1=C(N2CCOCC2)C(=O)c2ccccc2C1=O,20%,-15%,?,-14%,-13%,-16%,10%,0%,-23
O=[N+]([O-])c1cccc(CSC2=NCCN2S(=O)(=O)c2ccccc2)c1,3%,-7%,-28%,11%,-5%,50%[activator],19%,-4%,-1
Nc1nc(SCC(=O)Nc2cccc([N+](=O)[O-])c2)n[nH]1,-16%,-2%,-13%,0%,9%,5%,1%,4%,14
Cc1ccc(NC(=O)C2C(=O)N(C)c3ccccc32)cc1 (stereo unspecified),9%,-1%,-5%,5%[57.1 µM],-1%,7%[57.1 µM],4%,-4%,-4
O=C1ON(Cc2ccccc2)C(c2ccccc2)N1c1ccccc1 (stereo unspecified),82%[activator],-8%,-19%,-3%[11.4 µM],-1%,-14%[11.4 µM],5%,-6%,7
CC(O)C1CCC2C3CC[C@H]4CC(O)CCC4(C)C3CC3(OCCO3)C12C (stereo partly specified),14%,-8%,-1%,9%,7%,7%,13%,1%,0
CCOC(=O)N1CCN(C(=O)CCn2c(=S)[nH]c3ccsc3c2=O)CC1,26%,-2%,-5%,-4%[57.1 µM],-13%,-2%[57.1 µM],5%,-4%,2

# Screening data deposited in PubChem BioAssay by National Center for Advancing Translational Sciences (NCATS).
